# TbPYK inhibitor – T. brucei pyruvate kinase inhibition | 410,000 compounds, 0.12% hits | TbPYK enzyme, Kinase-Glo Plus ATP luminescence, 45 min | Q57TT1 | AID 624173 | Potency, µM (top dose mostly 76.8 µM), for the others: at the top dose activity, negative = inhibition, usual class: inhibitors; further: potency means the concentration at half of the fitted maximal effect; on the % scale 0 is the no-effect control and ±100 the full control effect; nearly all actives have a fitted effect of over 50% in size
#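 Enzyme and substrate buffer are dispensed first and compound is pin-transferred. ADP at 130 uM final then starts the reaction, which runs 45 min at room temperature. Detection reagent is added for 10 min before luminescence is imaged.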
# Cycloheximide cs – counter-screen for Shiga toxin inhibitors: cycloheximide protein synthesis inhibition; cell reporter, cycloheximide protein synthesis inhibition counterscreen; max response, %; 300,000 compounds, 12% hits; AID 2314; in the data active means max response mostly above about 13%, no sharp cut-off; inactive means mostly below about 14%; further: read at 38.3 µM for the half of the compounds with a filed dose; 0% is about no effect
# Shiga toxin inh – Shiga toxin inhibition | 290,000 compounds, 9.2% hits | Vero cells, Shiga toxin protein synthesis inhibition reporter | inhibition, % at 38.7 µM | AID 2315; in the data active means inhibition mostly above about 28%, no sharp cut-off; inactive means mostly below about 43%; further: 0% is about no effect
# Pf growth 48h – inhibits P. falciparum growth in the first generation, 48 h; P. falciparum luciferase growth in erythrocytes, 48 h; Potency, µM (doses to about 28.7 µM), for the others: at the top dose activity change, negative = inhibition, usual class: inhibitors; 310,000 compounds, 5.9% hits; further: potency means the concentration at half of the fitted maximal effect; on the % scale 0 is the no-effect control and ±100 the full control effect
#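 Erythrocytes infected with P. falciparum carrying an integrated firefly luciferase reporter (2% hematocrit, 0.1% parasitemia final) were exposed to compounds in RPMI 1640 with 0.5% Albumax at 37 C, 5% CO2. Growth inhibition was scored as reduced luminescence.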
# LmPK inhibitor – LmPK (Leishmania mexicana) enzyme inhibition; Potency, µM (highest dose often 57.5 µM), without a hit: at the highest dose activity change, negative = inhibition, hits mostly inhibitors; AID 1721; 290,000 compounds, 0.37% hits; purified LmPK, Kinase-Glo ATP luminescence, 1 h; Q27686; further: potency means the concentration at half of the fitted maximal effect; on the % scale 0 is the no-effect control and ±100 the full control effect
# Target sequence (Q27686 whole entry, looked up): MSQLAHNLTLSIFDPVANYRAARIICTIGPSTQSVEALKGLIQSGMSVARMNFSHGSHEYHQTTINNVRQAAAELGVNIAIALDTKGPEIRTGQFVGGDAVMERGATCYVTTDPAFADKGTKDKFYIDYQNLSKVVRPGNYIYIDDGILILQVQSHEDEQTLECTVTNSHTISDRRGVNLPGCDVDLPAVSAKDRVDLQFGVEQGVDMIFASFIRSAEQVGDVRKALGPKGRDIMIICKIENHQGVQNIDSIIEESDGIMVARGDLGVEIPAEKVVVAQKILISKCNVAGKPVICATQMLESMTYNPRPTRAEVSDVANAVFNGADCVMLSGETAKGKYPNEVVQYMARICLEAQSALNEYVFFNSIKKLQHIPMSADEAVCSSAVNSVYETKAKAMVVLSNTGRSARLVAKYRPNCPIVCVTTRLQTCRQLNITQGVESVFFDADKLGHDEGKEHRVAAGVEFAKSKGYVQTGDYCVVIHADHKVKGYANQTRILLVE
#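 In 50 mM imidazole pH 7.2 with 7 mM MgCl2, LmPK (0.1 nM) turned over PEP (0.5 mM) and ADP (0.1 mM) for 1 h at room temperature. Luciferase read-out of ATP.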
# HCV inh – inhibitors of hepatitis C virus infection | Huh7.5.1 HCVcc-Cre infection, luciferase reporter, 44 h | Potency, µM (top dose mostly 41.8 µM), without a hit: top-dose activity change, negative = inhibition, actives largely listed as inhibitors | 340,000 compounds, 3.4% hits | AID 651820; further: potency means the concentration at half of the fitted maximal effect; on the % scale 0 is the no-effect control and ±100 the full control effect
#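 Infectious HCVcc-Cre (~0.5 moi) was added to cells just after compound, with cells seeded 4 h earlier at 1,000 per well. Luciferase activity after 44 h culture reported infection; substrate was incubated 15 min at room temperature before reading.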
# Pf growth 96h – inhibits malaria parasite growth, 96 h. 320,000 compounds, 6.9% hits. P. falciparum luciferase reporter growth, 96 h. Potency, µM (doses to about 28.7 µM), inactives show at the top dose activity change, negative = inhibition, most hits filed as inhibitors; further: potency means the concentration at half of the fitted maximal effect; on the % scale 0 is the no-effect control and ±100 the full control effect
#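 Plates of compound plus infected erythrocytes (2% hematocrit, 0.05% parasitemia final) incubate 96 hours, 37 C, 5% CO2. Detection reagent added; reduced luminescence from the parasites' luciferase reporter flags inhibition.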
# * = called active by the depositor; i = inactive; ? = inconclusive; . = no result given; & = joins results of further samples; [ ] = dose if it differs, or a comment. Unless noted, the call rests on the fitted dose curve; in most records, active means well fitted curve in the direction sought with a large enough effect; inconclusive means small, poorly fitted or top-dose-only effect, or another doubt; inactive means no such curve, though single readings can be large; an effect the other way counts as inactive or inconclusive. Random draw from the library; 24% or so of the library scored in one or more.
SMILES,TbPYK inhibitor,Cycloheximide cs,Shiga toxin inh,Pf growth 48h,LmPK inhibitor,HCV inh,Pf growth 96h
O=C(O)/C=C/C(=O)N(Cc1ccccc1)Cc1ccco1,10.6%,-2.7,-8.2,18.1%,-4.1%,-3.7%,42.8%[activator]
O=C1NC2(CCCCCC2)C(=O)N1Cc1ccc(F)cc1Cl,-0.4%,-9.2,-3.6,12.9%,2.2%,17.7%,-2.2%
Cc1ccc(C(=O)NCC(=O)OCC(=O)c2ccc3c(c2)NC(=O)CO3)cc1,5.7%,1.1,-17.7,4.5%,2.8%,15.1%,5.7%
COc1ccc(-n2nnc3c(=O)n(Cc4cc(C)ccc4C)cnc32)cc1,-1.2%,3.2,25.4,-18.7%,3.4%,?,5.22µM*
CCN(CC)C(=O)c1sc(NC(=O)Cc2cccs2)c(C#N)c1C,0.2%,-2.7,-6.4,-10.1%,0.2%,-13.8%,-2.9%
COC(=O)C(Cc1ccc(O)cc1)NC(=O)c1ccc2c(c1)OCCO2 (configuration not stated),-0.3%,23.6,14.2,200.3%[activator],-8.3%,10.0%,201.7%[activator]
CSc1ccc(/C=N/NC(=O)COc2ccc(Br)cc2Cl)cc1,-6.1%,-0.1,0.9,-22.1%,-4.1%,?,?
COC(=O)c1ccc(C(=O)OC)c(NC(=O)CN2CCC(C)CC2)c1,3.1%,-2.1,6.9,?,2.4%,-1.6%,-13.6%
O=c1[nH]c2ccccc2n1CCC1CCCCC1,5.8%,47.2*,22.5,22.7%,-2.4%,4.2%,.
Cc1ccc(NS(=O)(=O)c2cccs2)c(C)c1,-0.5%,-1.1,-5.7,10.1%,0.5%,-13.3%,?
COc1ccccc1NC(C)C(=O)Nc1ccc(C(C)=O)cc1 (configuration not stated),-4.3%,5.2,-10.8,-17.9%,2.4%,16.8%,-20.4%
CSc1nc2nccc(-c3ccc(Oc4ccccc4)cc3)n2n1,2.7%,2.3,-10.6,?,-1.5%,11.2µM*,.
CC1(C)Cc2c(sc3nnn(CC(=O)Nc4ccccc4)c(=O)c23)CO1,-3.9%,-2.1,13.5,-18.8%,2.0%,-25.3%,?
Cc1cc2nc(SCC(=O)N(C)C)c3c(c2cc1C)CCCC3,2.4%,23.9,34.7,20.7%,2.0%,?,43.2%[activator]
COc1cc(OC)c2cc(C(=O)N/N=C/c3ccccc3O)[nH]c2c1,-12.3%,-0.6,5.0,.,0.3%,8.91µM*,4.65µM*
O=[N+]([O-])c1cccc(/C=N/n2c(COc3ccccc3)n[nH]c2=S)c1,?,-1.7,-13.9,9.4%,-15.6%,-2.0%,?
CC(=O)Nc1ccc(C2=CC(=O)C[C@H](c3ccc(Cl)cc3)C2)cc1,-4.4%,.,.,?,.,-15.8%,?
CCN(CC)S(=O)(=O)c1cccc(NC(=O)COC(=O)c2n[nH]c(=O)c3ccccc23)c1,-1.1%,-1.1,-4.9,15.8%,7.5%,-14.8%,13.4%
FC(F)(F)c1cc(-c2cccs2)nc(-n2cc(Br)cn2)n1,-8.2%,-0.9,-2.3,.,1.1%,11.2µM*,121.1%[activator]
N#CC1(NC(=O)CSc2nnc(C3CC3)n2C2CC2)CCCCC1,0.1%,.,.,-20.4%,.,7.2%,-17.8%
Cc1ccccc1CN1C(=O)c2ccccc2S1(=O)=O,0.0%,-0.4,-5.7,30.6%,-0.8%,10.9%,21.4%
CC1CCCCN1C(=O)C1CCCN(S(=O)(=O)c2cccc3nsnc23)C1 (configuration not stated),-8.0%,-2.6,-4.5,?,4.2%,4.4%,?
CC(C)N(Cc1ccccc1)C(=O)COC(=O)C1CCN(S(=O)(=O)c2ccc3c(c2)OCCO3)CC1,0.2%,.,.,-16.4%,.,31.4%[activator],?
CC(NC1CCCCC1)C(=O)NN=C(c1ccccc1)c1ccccc1 (configuration not stated),-0.9%,-2.0,-11.3,-14.5%,4.8%,-1.9%,-28.7%
C=CCOC(=O)C1=C(C)NC(SC)=C(C#N)C1c1ccc(OCC)cc1 (configuration not stated),-13.1%&-2.8%,-8.2,-6.1,8.28µM*,4.7%,-8.1%&-19.0%,11.7µM*
CCOC(=O)CN1C(=O)S/C(=C/c2ccc3c(c2)n(C)c(=O)n3C)C1=O,-2.8%,40.2*,43.9*,-1.3%,0.1%,-19.4%,8.2%
COc1ccc2cc(C(=O)C3CCCN(C(=O)c4snnc4C)C3)ccc2c1 (configuration not stated),4.6%,-4.6,19.9,14.4%,2.5%,?,79.6%[activator]
CCOc1c2ccc(C(=O)NCc3ccc(OC)cc3)cc2nn1CCOC,2.6%,9.2,-11.0,48.6%[activator],1.4%,8.5%,0.7%
OC[C@@H]1[C@@H](c2ccc(Cl)cc2)C(c2ccccc2)=NN1c1ccccc1,2.8%,10.0,i,.,.,-26.7%,.
CC(Sc1nccn1C)C(=O)Nc1ccccc1 (configuration not stated),-3.0%,1.9,-8.3,8.3%,-0.7%,11.6%,81.0%[activator]

# Entries listed so far that have bromine:
SMILES,TbPYK inhibitor,Cycloheximide cs,Shiga toxin inh,Pf growth 48h,LmPK inhibitor,HCV inh,Pf growth 96h
CSc1ccc(/C=N/NC(=O)COc2ccc(Br)cc2Cl)cc1,-6.1%,-0.1,0.9,-22.1%,-4.1%,?,?
FC(F)(F)c1cc(-c2cccs2)nc(-n2cc(Br)cn2)n1,-8.2%,-0.9,-2.3,.,1.1%,11.2µM*,121.1%[activator]

# Reformatted: results already given
Compound | TbPYK inhibitor | Cycloheximide cs | Shiga toxin inh | Pf growth 48h | LmPK inhibitor | HCV inh | Pf growth 96h
CCOC(=O)CN1C(=O)S/C(=C/c2ccc3c(c2)n(C)c(=O)n3C)C1=O | -2.8% | 40.2* | 43.9* | -1.3% | 0.1% | -19.4% | 8.2%
COc1ccc2cc(C(=O)C3CCCN(C(=O)c4snnc4C)C3)ccc2c1 (configuration not stated) | 4.6% | -4.6 | 19.9 | 14.4% | 2.5% | ? | 79.6%[activator]

# Next part
SMILES,TbPYK inhibitor,Cycloheximide cs,Shiga toxin inh,Pf growth 48h,LmPK inhibitor,HCV inh,Pf growth 96h
CCC1CCCCN1c1cc(C)nc2cc(-c3cccc(C)c3)nn12 (configuration not stated),0.3%,6.5,43.2,?,3.8%,?,.
C=C(C)C(=O)OCCCCCCOc1ccc(C(=O)O)cc1,7.8%,-1.7,-10.1,4.5%,0.5%,4.1%,47.4%[activator]
O=C(CCS(=O)(=O)c1ccc(Br)cc1)N1CCN(c2ccccc2Cl)CC1,-2.0%,-1.5,9.9,-72.2%,6.2%,?,.
Cc1nn2c(nc(N3CCCCC3)c3ccccc32)c1C=O,9.9%,-4.0,17.8,3.29µM*,1.7%,?,5.22µM*
O=C(NCC1CCCO1)c1cccc(Oc2ccc([N+](=O)[O-])cc2)c1 (configuration not stated),-0.3%,23.8*,50.1*,0.0%,-2.1%,?,?
CCOC(=O)c1c(N/N=C/c2cccnc2)n[nH]c1C,-13.0%,30.7*,48.8*,177.6%[activator],0.1%,-13.4%,43.5%[activator]
COCCCn1c(C)nnc1SCc1ccc(C(C)(C)C)cc1,-2.5%,-6.7,-2.2,-18.1%,-0.8%,10.6%,1.8%
Cc1ccc(S(=O)(=O)Nc2ccccc2C(O)c2ccccc2)cc1 (configuration not stated),3.8%,-4.4,-13.7,-15.3%,7.7%,-3.6%,-4.3%
CCCCc1ccc(NC(=O)NCc2cccnc2)cc1,-9.0%,16.0,6.0,5.5%,0.2%,-15.6%,11.3%
CNc1oc(/C=C/c2ccccc2)nc1C#N,-6.8%,78.4*,121.8*,260.7%[activator],0.0%,-0.5%,256.2%[activator]
COc1ccc(-c2cnn3c4c(c(C)nc23)CCN4C2CCCC2)cc1OC,2.2%,-0.7,5.6,?,1.6%,-24.1%,?
CCN(C(=O)CCS(=O)(=O)c1cc2c(cc1Cl)NC(=O)CO2)c1ccccc1,-0.5%,-2.2,-13.6,-2.0%,-4.1%,9.5%,14.6%
CC(C)[C@H](NC(=O)Nc1ccc2c(c1)OCCO2)C(=O)O,-0.3%,2.3,-5.3,6.1%,-6.0%,8.8%,1.4%
CN(C[C@H](Cc1ccccc1)N(C[C@@H](Cc1cccc2ccccc12)N(CCc1ccccc1)N=O)N=O)N=O,0.4%,6.6,-10.8,?,-4.6%,-2.4%,?
O=S(=O)(/N=C(\[O-])C[n+]1ccccc1)c1ccc(Cl)cc1,1.5%,-3.5,-3.6,-2.8%,-10.2%,24.2%,35.8%[activator]

# Profiles as entered above. Screens in order: TbPYK inhibitor | Cycloheximide cs | Shiga toxin inh | Pf growth 48h | LmPK inhibitor | HCV inh | Pf growth 96h
# Results for `CCOC(=O)CN1C(=O)S/C(=C/c2ccc3c(c2)n(C)c(=O)n3C)C1=O` = -2.8% | 40.2* | 43.9* | -1.3% | 0.1% | -19.4% | 8.2%
# Results for `CC1CCCCN1C(=O)C1CCCN(S(=O)(=O)c2cccc3nsnc23)C1` (configuration not stated) = -8.0% | -2.6 | -4.5 | ? | 4.2% | 4.4% | ?
# Results for `CCN(CC)C(=O)c1sc(NC(=O)Cc2cccs2)c(C#N)c1C` = 0.2% | -2.7 | -6.4 | -10.1% | 0.2% | -13.8% | -2.9%
# Results for `CC1(C)Cc2c(sc3nnn(CC(=O)Nc4ccccc4)c(=O)c23)CO1` = -3.9% | -2.1 | 13.5 | -18.8% | 2.0% | -25.3% | ?
# Results for `CCOC(=O)c1c(N/N=C/c2cccnc2)n[nH]c1C` = -13.0% | 30.7* | 48.8* | 177.6%[activator] | 0.1% | -13.4% | 43.5%[activator]

# New compounds follow.
SMILES,TbPYK inhibitor,Cycloheximide cs,Shiga toxin inh,Pf growth 48h,LmPK inhibitor,HCV inh,Pf growth 96h
NC(=O)c1ccc(F)cc1,-13.8%,-3.3,-6.3,28.9%,-1.8%,23.5%,9.6%
COc1ccc(NC(=O)NC23CC4CC(CC(C4)C2)C3)cc1OC,2.5%,9.2,-2.4,?,1.7%,-20.2%,?
Cc1ccnc2nc(C(=O)OCCOc3ccc(F)cc3)nn12,10.0%,2.7,27.5,25.1%,1.3%,9.1%,?
Cn1nc(C(C)(C)C)cc1C(=O)NCc1ccc2c(c1)OCO2,-6.6%,-1.3,-3.6,7.0%,1.1%,1µM*,-7.0%
Cc1cccc(NC(=O)c2cc(N3C(=O)CCC3=O)ccc2Cl)n1,2.7%,-1.2,-15.1,?,-1.7%,.,?
C#CCOCCOCCOCCNc1nc(N2CCN(C(=O)[C@H](Cc3cc4ccccc4[nH]3)n3cc([C@@H](N)CC(C)C)nn3)CC2)nc(N2CCN(C(=O)[C@H](Cc3cc4ccccc4[nH]3)n3cc([C@@H](N)CC(C)C)nn3)CC2)n1,-0.4%,1.0,20.5,2.62µM*,2.4%,11.6%,4.15µM*
CCCn1c(=O)c(-c2nc3ccccc3[nH]2)c(O)c2ccccc21,6.2%,15.3,5.8,-17.9%,-2.2%,1.4%,-30.0%
O=C(CCN1C(=O)c2ccncc2C1=O)Nc1ccc2c(c1)OCCO2,0.1%,1.7,13.6,19.2%,-0.8%,10.5%,?
c1ccc(C2=NCCCN2)cc1,0.9%,7.8,10.9,-8.2%,4.9%,16.4%,19.3%
O=C(NCc1ccco1)c1ccc(S(=O)(=O)c2cccc(S(=O)(=O)N3CCOCC3)c2)cc1,-8.4%,-1.7,-16.0,?,4.6%,-13.6%&-6.0%,.

# Compound activity deposited in PubChem BioAssay by National Center for Advancing Translational Sciences (NCATS).
